# Screening results: PubChem BioAssay, National Center for Advancing Translational Sciences (NCATS)
# Mm-Cpn inhibitor = Inhibitors of TCP-1 ring complex (TRiC) of Methanococcus maripaludis (MmCpn): qHTS; Chaperonin Mm-Cpn (Methanococcus maripaludis); purified Mm-Cpn ATPase, ADP Transcreener TR-FRET; AID 504842, 2011; Potency, µM (doses to about 76.9 µM), inactives show top-dose activity, negative = inhibition, usual class: inhibitors; 330,000 tested, 0.031% active; also: potency is read from the fitted curve at half-maximal effect; % is scaled to controls: 0 for no effect and ±100 for the full control effect; nearly all actives have a fitted effect of over 80% in size
#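 Measured: ADP formation by purified Mm-CPN. Conditions: 25 nM protein, 10 uM ATP, Tris pH 7.4 with Mg2+, K+ and DTT, 37°C for 30 min. Detection: Transcreener HTRF after 30 min at room temperature.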
# CCT chaperon mod = High-Throughput Screening for Modulators of Cytosolic Chaperonin Activity. purified chaperonin ATPase assay, HTRF ADP detection, 30 min. 360,000 tested, 0.3% active. AID 651819, 2012. activity change, % (no concentration beside the values), hits read low; in the data active = activity change below about -30%; also: % is scaled to controls: 0 for no effect and ±100 for the full control effect
#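 Enzyme 40 or 20 nM (batch-dependent) in Tris pH 7.4/KCl/MgCl2/DTT; cpd 76 uM single point; ATP 10 uM; 30 min 37 °C; Transcreener ADP HTRF detection, 30 min RT; ratio 665/615.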
# Nrf2 block = Nrf2 qHTS screen for inhibitors; A549 ARE-Fluc reporter, luciferase luminescence, 18-24 h; Potency, µM (doses to about 46 µM), for the others: at the highest dose activity change, negative = inhibition, actives largely listed as inhibitors; 360,000 tested, 2.1% active; AID 504444, 2011; also: potency is read from the fitted curve at half-maximal effect; % is scaled to controls: 0 for no effect and ±100 for the full control effect; nearly all actives have a fitted effect of over 60% in size
#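 In this cell-based qHTS, ARE-driven firefly luciferase in A549 cells reports Nrf2 activity; the luminescent signal after BugLite lysis is the measured value, with a prior CellTiter-Fluor read for cell health.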
# TGFb SMAD3 inh = qHTS for Inhibitors of TGF-b | HepG2 CAGA-GFP TGF-b/SMAD3 reporter, GFP fluorescence, 18 h; TGF-beta stimulated, 500 pg/mL final | Potency, µM (top dose mostly 46.1 µM), without a hit: at the top dose activity, negative = inhibition, actives largely listed as inhibitors | 410,000 tested, 1.2% active | AID 588855, 2011; also: potency is read from the fitted curve at half-maximal effect; % is scaled to controls: 0 for no effect and ±100 for the full control effect; nearly all actives have a fitted effect of over 65% in size
#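 GFP signal (ex488/em500-530) from TGF-beta-stimulated HEPG2 CAGA-GFP cells, 500 pg/mL final, 18 h at 37 degrees C in DMEM plus 1% FBS, normalized to unstimulated and DMSO-stimulated controls.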
# HepG2 tox = qHTS for Inhibitors of TGF-b: Cytotox Counterscreen | HepG2 CAGA-GFP viability, ATP luminescence, 18 h | Potency, µM (titrated, usually from 46.1 µM), for the others: top-dose activity change, negative = cytotoxicity, usual class: cytotoxic | 410,000 tested, 0.76% active; also: potency is read from the fitted curve at half-maximal effect; some results filed as inactive show a strong effect at the top dose
#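 HepG2 CAGA-GFP cells (1000/well, DMEM with 1% FBS) received compound, then TGF-beta at 500 pg/mL final, and were incubated 18 hours at 37 degrees C. Viability was read by CellTiter-Glo luminescence. Media-only wells were set as complete cell-killing and DMSO as no toxicity.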
# pAkt inh = HTS Assay for Inhibitors of Akt Phophorylation: Primary Screen. Neuro2A IGF-stimulated pAkt S473 HTRF, 20 min; stronger effect = lower value. activity change, % for hits at 50 µM. 360,000 tested, 0.32% active. AID 651550, 2012; in the data active = activity change below about -80%; inconclusive = mostly about -51% to -80%; also: % is scaled to controls: 0 for no effect and ±100 for the full control effect
#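 Single-point screen (50 µM final compound) in Neuro2A cells stimulated 20 min with 6 nM IGF at 37 deg C. After lysis, Ser473-phosphorylated Akt read by HTRF (ex 330 nm, em 615/665 nm) as the 665/615 ratio.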
# A549 tox = Nrf2 qHTS screen for inhibitors: counterscreen for cytotoxicity. A549 ARE-Fluc cells, CellTiter-Fluor viability, 18-24 h. Potency, µM (series often up to 46 µM), inactives show at the top dose activity change, negative = cytotoxicity, hits mostly inhibitors. 390,000 tested, 0.16% active; also: potency is read from the fitted curve at half-maximal effect; % is scaled to controls: 0 for no effect and ±100 for the full control effect
#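 Cytotoxicity counterscreen: CellTiter-Fluor fluorescence was measured in A549 ARE_Fluc cells after 18-24 h of compound exposure in a concentration series. The subsequent BugLite luminescent read reports ARE-luciferase activity.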
# Nrf2 ARE act = qHTS of Nrf2 Activators | AREc32 ARE-luciferase reporter (MCF7-derived line), luminescence, 24 h | Potency, µM (series often up to 46.1 µM), for the others: at the highest dose activation, hits mostly activators | 410,000 tested, 0.31% active; also: potency is read from the fitted curve at half-maximal effect; % of control where 0% means no effect; nearly all actives have a fitted effect of over 65% in size
#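 Reporter line AREc32 (ARE-Fluc), seeded overnight in OPTI-MEM with 5% FBS; compound pin-transferred, 24 hr at 37 deg C, 5% CO2; luminescent read-out.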
# Abeta yeast res = qHTS for compounds that reverse cellular toxicity of Amyloid beta (A-beta) peptide in yeast: Primary Screen; yeast expressing A-beta42, growth rescue, OD600, 48 h; response scale: 0% DMSO, 100% iron-clioquinol control; Potency, µM (highest dose often 46.1 µM), without a hit: at the highest dose growth rescue, actives largely listed as activators; 410,000 tested, 0.063% active; also: potency is read from the fitted curve at half-maximal effect; nearly all actives have a fitted effect of over 55% in size
#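 Yeast A-beta toxicity model in growth medium with pinned compounds, 48 h at 30 C; growth read as absorbance at 600 nm. Normalized to FeCl3/clioquinol equimolar mix (positive) and DMSO (negative).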
# Numbers without * were called inactive; i = inactive; u = inconclusive; x = no result given; [ ] = another dose, or the depositor's remark. Unless noted, calls follow the shape of the dose curve; as a rule, active = well fitted curve in the direction sought with a large enough effect; inconclusive = small, poorly fitted or top-dose-only effect, or another doubt; inactive = no such curve, though single readings can be large; an effect the other way counts as inactive or inconclusive.
mol,Mm-Cpn inhibitor,CCT chaperon mod,Nrf2 block,TGFb SMAD3 inh,HepG2 tox,pAkt inh,A549 tox,Nrf2 ARE act,Abeta yeast res
Cc1cc(C)c(S(=O)(=O)Nc2cccnc2)c(C)c1,-3%,-1.3,-15%,11%,-5%,i,-1%,-0.7%,12%
Cc1c(NC(=O)CSCc2ccc(Cl)cc2Cl)cccc1C(=O)O,0%,0.6,2%,-9%,1%,i,-3%,0.8%,14%
CC(=O)c1ccc(N2C(=NC(=O)C3CCCCC3)SC3CS(=O)(=O)CC32)cc1 (stereo not given),-2%,0.4,-8%,0%,0%,i,-2%,-0.2%,8%
COCCNC(=O)Nc1ccc2c(c1)N(C)C(=O)c1ccccc1S2,-2%,-3.5,-7%,1%,-16%,i,0%,2.0%,-2%
O=C1C(C=NCc2cccnc2)=C(O)c2ccccc21,-1%,-0.8,4%,8%,-6%,i,-3%,22%,3%
O=S1(=O)CCN2N=C(C3CC3)SC2=N1,1%,-0.2,9%,11%,0%,i,1%,-0.1%,-7%
Cc1cccc(N=C2Sc3nc4c(C)c(C)ccc4cc3CN2CCN2CCOCC2)c1,-3%,-1.9,u,u,-65%,i,3%[1.84 µM],4.8%,-89%[inhibitor]
CC(Oc1ccccc1)C(=O)Nc1c2c(nn1-c1ccccc1)CS(=O)C2 (stereo not given),0%,-4.4,1%,u,-27%,i,-2%,0.3%,-4%
Cc1ccc(-c2c(C)n3c4c(=O)n(C)c(=O)n(C)c4nc3n2-c2cccc(O)c2)cc1,x,x,u,9%,-3%,x,-17%,-0.2%,-21%
CC(=O)Nc1ccc(C(=O)n2nc(C)cc2C)cc1,1%,-2.2,9%,-17%,1%,i,0%,-0.3%,-10%
Cc1ccccc1/C=N/N=C1/NC(=O)CCS1,2%,-1.1,-11%,1%,-18%,i,0%,-0.8%,-14%
CCOC(=O)C1CCN(C(=O)C(C)Sc2ccc(Cl)cc2)CC1 (stereo not given),0%,-0.3,-1%,1%,-3%,i,5%,3.2%,12%
Cc1cc(=O)oc2c(C)c3occc3cc12,-2%,-2.8,-21%,6%,-14%,i,5%,1.9%,u
O=C(O)c1ccc(CSc2nc3ccccc3[nH]2)cc1,-1%,0.0,10%,4%,1%,i,8%,0.1%,u
O=C(CSc1nnnn1-c1ccccc1Cl)Nc1ccc2c(c1)OCCO2,1%,-0.7,19%,-3%,-7%,i,-8%,-0.3%,7%
Cc1cc(S(=O)(=O)NCC2CCCO2)c(C)cc1Br (stereo not given),1%,-0.5,u,-7%,-37%,i,-1%,0.0%,u
CC(C)CNC(=S)NC1CC2CCCC(C1)N2Cc1ccco1 (stereo not given),-1%,-1.8,-9%,3%,-8%,i,3%,-0.2%,16%
O=C(COc1ccc(S(=O)(=O)NC2CCCCC2)cc1)N1CCN(c2cccc(Cl)c2)CC1,0%,-2.3,5.8µM*,u,-17%,i,u,0.8%,12%
C[C@@H](CO)NC(=O)[C@H]1O[C@@H](n2cnc3c(N)ncnc32)[C@H](O)[C@@H]1O,x,-3.4,x,2%,-18%,i,x,0.2%,-20%
COc1ccccc1N1CCN(C(CNC(=O)C(=O)NCCc2ccccc2)c2cccnc2)CC1 (stereo not given),x,x,-5%,-19%,-30%,x,-2%,-0.3%,-6%
CCNC(=O)Cn1cc(C(F)(F)F)cc(Cl)c1=O,-1%,0.0,9%,-2%,2%,i,-5%,-0.2%,3%
Cc1ccc(CNCc2ccccc2Cl)s1,x,x,6%,-1%,-15%,x,3%,-0.2%,-16%
CCOC(=O)C1CCN(C(=O)CN(c2ccc(OC)c(OC)c2)S(=O)(=O)c2ccccc2)CC1,0%,-0.7,-3%,-15%,0%,i,-7%,-0.9%,-9%
CCCOc1ccccc1/C=C1/C(=O)ON=C1C,1%,-0.7,-11%,-3%,-4%,i,-1%,0.0%,12%
CCOC(=O)C1CCN(S(=O)(=O)c2ccc(OC)c(C(=O)N3CCCCC3)c2)CC1,1%,-3.2,1%,-3%,-2%,i,1%,-0.3%,-15%
Cc1cc2c(cc1S(=O)(=O)C(C)CC(=O)NC1CCC(C)CC1)OCC(=O)N2 (stereo not given),x,x,4%,-5%,-4%,x,4%,0.6%,-3%
COc1ccc(OC)c(N=C(C)C2=C(O)COC2=O)c1,0%,-2.1,x,7%,17%,i,-8%,0.3%,-5%
CC1(C)C(=O)Nc2ccccc2N1C(=O)COC(=O)/C=C/c1ccc(OC(F)F)cc1,1%,2.8,-10%,4%,-3%,i,3%,2.6%,11%
COc1ccccc1NC1=Nc2cccc3cccc1c23,-3%,-5.4,-28%,-27%,-23%,i,26µM*,0.1%,-21%
C/C(=N\NC(=O)CSc1nc(C)cc(C)n1)c1ccc([N+](=O)[O-])cc1,-4%,-2.4,-21%,-4%,-7%,i,1%,2.9%,-30%
O=C(Cc1ccsc1)N1CCc2c([nH]c3ccccc23)C1c1ccccn1 (stereo not given),-5%,-0.8,3%,0%,-7%,i,3%,2.0%[9.22 µM],1%
c1ccc(C2=Nn3c(nnc3-c3cccnc3)SC2)cc1,1%,0.0,-3%,18%,-5%,i,0%,3.5%,16%
Cc1ccc(S(=O)(=O)N2CCCCC2)cc1NCC(=O)Nc1ccc(Br)cc1F,x,1.4,x,u,-23%,i,x,-4.6%,0%
CCOCc1nnc(NC(=O)c2ccc3c(c2)OCO3)s1,x,0.7,u,14%,-5%,i,0%,0.7%,-13%
O=C(Nc1c2c(nn1-c1ccc(F)cc1)CS(=O)C2)c1ccc2c(c1)OCO2 (stereo not given),1%,-7.7,10%,14%,1%,i,-12%,-0.5%,0%
COc1ccccc1Cc1c(-c2ccc(Cl)cc2)nc2c3ccccc3ccn12,x,-1.1,x,x,x,i,x,17%,-4%
CN(CCC1CCCCO1)Cc1cn(C)nc1-c1ccc2c(c1)OCCO2 (stereo not given),-4%,-0.8,1%,-15%,-19%,i,4%,-1.1%,1%
CN(C)c1ccc(NC(=O)c2cc3c(=O)n4ccccc4nc3n2C)cc1,x,-2.7,-1%,7%,1%,i,1%,3.6%,-30%
Cc1ccc(NC(=S)N(CCN2CCCCC2)Cc2ccco2)cc1,-1%,-2.4,7%,u,1%,i,0%,0.4%,-6%
CC(=O)N(CCCN1CCOCC1)Cc1ccncc1,1%,-0.8,3%,0%,-20%,i,1%,0.0%,-2%
COc1ccc(OCC(=O)NNC(=O)C2CCC2)cc1,0%,-1.8,17%,-4%,4%,i,-8%,-0.2%,-8%
O=C(N/N=C\c1cc(Br)cs1)C1COc2ccccc2O1 (stereo not given),2%,-0.3,u,-3%,-19%,i,-23%,0.5%,u
O=C(c1ccc2c(c1)OCO2)N1CCOCC1,-1%,-4.8,-7%,5%,5%,i,11%,-0.2%,-6%
COc1ccc(C2C(C#N)=C(/N=C/N3CCOCC3)OC3=C2C(=O)CC(C)(C)C3)cc1OC (stereo not given),-1%,-3.3,2%,27%,10%,i,-7%,-0.6%,-2%
CCn1cc(C2=NOC(C(=O)Nc3cccc(C(C)=O)c3)C2)c(C)n1 (stereo not given),0%,2.1,x,16%,-12%,i,2%,1.4%,-16%
O=C(Nc1c(C(=O)O)oc2ccccc12)c1ccc(C(F)(F)F)cc1,x,x,x,6%,-16%,x,-16%,5.0%,-8%
CCCc1cc(=O)[nH]c(SCC(=O)Nc2c(C)cccc2C)n1,4%,-3.8,x,8%,-3%,i,4%,-0.6%,-2%
Nc1nc(-c2ccccc2)c(N=Nc2ccc(Cl)cc2)s1,0%,-1.6,13%,-5%,-1%,i,u,u,-1%
CCSc1nc2sc3c(c2c(=O)n1-c1ccc(C)cc1)CCCC3,x,x,-4%,3%,1%,x,-7%,2.5%,-25%
CCOc1ccc(Cn2c(CNS(=O)(=O)c3cccc(Cl)c3)nc3cccnc32)cc1,x,x,x,-16%,-20%,x,10%,0.3%,-31%[inhibitor]
COc1ccc(C2=NN(c3nc(-c4ccc(CNC(C)=O)cc4)cs3)C(c3ccco3)C2)cc1 (stereo not given),-30%,0.7,u,-10%,-14%,i,3%,0.4%,-3%
CN(C)C(CNC(=O)CN1C(=O)NC2(CCc3ccccc32)C1=O)c1ccco1 (stereo not given),-1%,0.8,2%,0%,-3%,i,-1%,0.1%,15%

# Already shown: entries from further up.
mol,Mm-Cpn inhibitor,CCT chaperon mod,Nrf2 block,TGFb SMAD3 inh,HepG2 tox,pAkt inh,A549 tox,Nrf2 ARE act,Abeta yeast res
COc1ccc(C2=NN(c3nc(-c4ccc(CNC(C)=O)cc4)cs3)C(c3ccco3)C2)cc1 (stereo not given),-30%,0.7,u,-10%,-14%,i,3%,0.4%,-3%
CN(C)C(CNC(=O)CN1C(=O)NC2(CCc3ccccc32)C1=O)c1ccco1 (stereo not given),-1%,0.8,2%,0%,-3%,i,-1%,0.1%,15%

# Entries listed so far shown as hits in Nrf2 block.
molecule,Mm-Cpn inhibitor,CCT chaperon mod,Nrf2 block,pAkt inh
O=C(COc1ccc(S(=O)(=O)NC2CCCCC2)cc1)N1CCN(c2cccc(Cl)c2)CC1,0%,-2.3,5.8µM*,i
